Nrf2 block: Nrf2 qHTS screen for inhibitors; AID 504444, 2011; Potency, µM (top dose mostly 46 µM), for inactives: at the highest dose activity change, negative = inhibition, usual class: inhibitors; A549 ARE-Fluc reporter, luciferase luminescence, 18-24 h; hit rate 2.1% among 360,000; note: potency is the fitted concentration of half-maximal effect; % is set by controls: 0 for no effect and ±100 for the full control effect; nearly all actives have a fitted effect of over 60% in size
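Two sequential reads on A549 ARE_Fluc cells exposed to compound for 18-24 h: a CellTiter-Fluor fluorescence read for viability, then a luciferase luminescence read for Nrf2/ARE activity.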
pAkt inh: HTS Assay for Inhibitors of Akt Phophorylation: Primary Screen | Neuro2A IGF-stimulated pAkt S473 HTRF, 20 min; stronger effect = lower value | activity change, % for hits at 50 µM | hit rate 0.32% among 360,000; in the data active = activity change below about -80%; inconclusive = mostly about -51% to -80%; note: % is set by controls: 0 for no effect and ±100 for the full control effect
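Neuro2A cells (4,500/well, DMEM with 0.5% FBS) were treated with compound at a single 50 µM final concentration, stimulated with 6 nM IGF for 20 min at 37 °C, and lysed. Phospho-Akt Ser473 was read by HTRF as 665/615 ratio ×10^4.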
A549 viability: Nrf2 qHTS screen for inhibitors: counterscreen for cytotoxicity; A549 ARE-Fluc cells, CellTiter-Fluor viability, 18-24 h; Potency, µM (titrated, usually from 46 µM), for inactives: at the top dose activity change, negative = cytotoxicity, actives largely listed as inhibitors; hit rate 0.16% among 390,000; AID 504648, 2011; note: potency is the fitted concentration of half-maximal effect; % is set by controls: 0 for no effect and ±100 for the full control effect
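Cytotoxicity counterscreen: CellTiter-Fluor fluorescence was measured in A549 ARE_Fluc cells after 18-24 h of compound exposure in a concentration series. The subsequent BugLite luminescent read reports ARE-luciferase activity.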
S2 tox: Viability Counterscreen for Primary qHTS for Inhibitors of ATXN expression. S2 cells (HEK-293 line with an ATXN2-luciferase reporter) viability, CellTiter-Fluor protease fluorescence, 24 h. Potency, µM (highest dose often 56.7 µM), most hits filed as cytotoxic. hit rate 0.49% among 400,000. AID 651635, 2014; note: potency is the fitted concentration of half-maximal effect; nearly all actives have a fitted effect of over 40% in size
Nrf2 ARE act: qHTS of Nrf2 Activators | AREc32 ARE-luciferase reporter (MCF7-derived line), luminescence, 24 h | Potency, µM (top dose mostly 46.1 µM), for inactives: at the top dose activation, actives largely listed as activators | hit rate 0.31% among 410,000; note: potency is the fitted concentration of half-maximal effect; % of control where 0% means no effect; nearly all actives have a fitted effect of over 65% in size
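Reporter line AREc32 (ARE-Fluc), seeded overnight in OPTI-MEM with 5% FBS; compound pin-transferred, 24 hr at 37 deg C, 5% CO2; luminescent read-out.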
HepG2 tox: qHTS for Inhibitors of TGF-b: Cytotox Counterscreen | HepG2 CAGA-GFP viability, ATP luminescence, 18 h | Potency, µM (top dose mostly 46.1 µM), without a hit: at the top dose activity change, negative = cytotoxicity, hits mostly cytotoxic | AID 588856, 2011 | hit rate 0.76% among 410,000; note: potency is the fitted concentration of half-maximal effect; some results filed as inactive show a strong effect at the top dose
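HepG2 CAGA-GFP cells (1000/well, DMEM with 1% FBS) received compound, then TGF-beta at 500 pg/mL final, and were incubated 18 hours at 37 degrees C. Viability was read by CellTiter-Glo luminescence. Media-only wells were set as complete cell-killing and DMSO as no toxicity.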
MmCpn inh: Inhibitors of TCP-1 ring complex (TRiC) of Methanococcus maripaludis (MmCpn): qHTS | purified Mm-Cpn ATPase, ADP Transcreener TR-FRET | Potency, µM (titrated, usually from 76.9 µM), for the others: at the top dose activity, negative = inhibition, usual class: inhibitors | hit rate 0.031% among 330,000; note: potency is the fitted concentration of half-maximal effect; % is set by controls: 0 for no effect and ±100 for the full control effect; nearly all actives have a fitted effect of over 80% in size
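ATP (10 uM final) was added to archaeal chaperonin (25 nM final) after 10 min exposure to test compound at 37°C; after 30 min further incubation, ADP was detected by competitive TR-FRET.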
TGFb SMAD3 inh: qHTS for Inhibitors of TGF-b; HepG2 CAGA-GFP TGF-b/SMAD3 reporter, GFP fluorescence, 18 h; TGF-beta stimulated, 500 pg/mL final; Potency, µM (highest dose often 46.1 µM), for the others: at the highest dose activity, negative = inhibition, usual class: inhibitors; hit rate 1.2% among 410,000; note: potency is the fitted concentration of half-maximal effect; % is set by controls: 0 for no effect and ±100 for the full control effect; nearly all actives have a fitted effect of over 65% in size
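Using HEPG2 CAGA-GFP reporter cells at 1000 cells/well, we pinned test compounds, stimulated with recombinant TGF-beta (500 pg/mL final) and measured total well GFP after 18 h.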
CCT modulator: High-Throughput Screening for Modulators of Cytosolic Chaperonin Activity; purified chaperonin ATPase assay, HTRF ADP detection, 30 min; AID 651819, 2012; hit rate 0.3% among 360,000; activity change, % (no concentration beside the values), hits read low; in the data active = activity change below about -30%; note: % is set by controls: 0 for no effect and ±100 for the full control effect
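Nucleotide hydrolysis assay: TRiC at 20–40 nM final (set by batch activity) with 10 uM ATP, 30 min at 37 °C, in presence of 76 uM compound. Detection by competitive ADP HTRF, 30 min ambient.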
* marks the source's active call; other numbers are inactive results; i = inactive; ? = inconclusive; . = no result given; & = joins results of further samples; [ ] = remark or other dose. Unless noted, calls come from the whole dose curve; as a rule, active = well fitted curve in the direction sought with a large enough effect; inconclusive = small, poorly fitted or top-dose-only effect, or another doubt; inactive = no such curve, though single readings can be large; an effect the other way counts as inactive or inconclusive.

SMILES | Nrf2 block | pAkt inh | A549 viability | S2 tox | Nrf2 ARE act | HepG2 tox | MmCpn inh | TGFb SMAD3 inh | CCT modulator
COCC(=O)Nc1cc(C)cn(Cc2cccc(C(F)(F)F)c2)c1=O | 6% | i | 9% | i | -0.5% | 12% | -2% | 9% | 2.2
CCCCN(CCCC)C1=C(C(=O)c2ccccc2)N(C)S(=O)(=O)c2ccccc21 | ? | . | -20% | i | -0.6% | -21% | . | 12% | .
O=C(CN1CCN(c2ccccn2)CC1)N1c2ccccc2Sc2ccc(C(F)(F)F)cc21 | -16% | . | -28% | . | -0.7% | -25% | -6% | -13% | -2.5
Cc1nc(NC(=O)c2c(-c3ccccc3)noc2C)sc1C(=O)N(C)C | 11% | i | 0% | i | -0.1% | 2% | 0% | 1% | -1.5
CC1=NN(C(=O)CCc2ccccc2)C(O)(c2ccncc2)C1 (centres undefined) | -4% | i | 14% | i | -0.6% | -39% | -1% | -6% | -1.7
O=C(O)c1ccc(Nc2nc3c(s2)CCCC3)cc1 | ? | i | -3% | i | -2.6% | -3% | -5% | 4% | -3.6
O=C(COC(=O)c1ccc([N+](=O)[O-])o1)Nc1ccc(N2CCOCC2)cc1 | 2% | i | -7% | i | 21% | -20% | -3% | -10% | -1.9
O=C(O)c1cnn(-c2nc(-c3cccc(F)c3)cs2)c1C(F)(F)F | -4% | i | -3% | i | 3.1% | 6% | -8% | 9% | -1.1
COc1ccc(N2CCN(C(=O)Cc3cccs3)CC2)cc1 | 11% | i | -3% | i | -0.9% | 0% | -2% | -2% | -0.1
Cc1ccc2c(c1Br)C(O)(CC(=O)c1ccc(F)cc1)C(=O)N2 (centres undefined) | . | . | 12% | i | 3.7% | -30% | . | ? | .
Cc1[nH]c(C)c(S(=O)(=O)N2CCC(C)CC2)c1C(=O)N1CCCC1 | -2% | i | 0% | i | -0.8% | 3% | 0% | 5% | 0.3
C[C@H](NC(=O)[C@H]1N2C(=O)c3ccccc3C2SC1(C)C)C(=O)N1CCCCC1 (some centres undefined) | 14% | i | 1% | i | 0.1% | 1% | 2% | -13% | -0.6
CC(Oc1ccccc1)C(=O)N=Nc1c(O)[nH]c2ccc(Br)cc12 (centres undefined) | 11% | i | 9% | i | 26% | -5% | -2% | -1% | -1.5
CCN(CC)C(=O)Cn1c(=O)n(-c2ccccc2)c(=O)c2c3c(sc21)CCC3 | ? | i | -9%&-3% | ? | -1.2%&-0.1% | 4%&2% | 1% | 46%&-6%[activator] | -9.3
Cc1ccc(OCC(=O)N(Cc2ccco2)Cc2ccco2)cc1 | 8% | . | 4% | . | 8.0% | -15% | . | 0% | .
COc1ccc2oc(=O)c(C(=O)Nc3ccccc3-c3ccccc3)cc2c1 | ? | . | 0% | i | 0.1% | 8% | -3%[15.4 µM] | 82%[activator] | -1.1
Cc1sc(NC(=O)CS(=O)(=O)c2ccccc2)c(C(N)=O)c1C | ? | i | -3% | ? | 0.3% | -3% | 0% | 0% | 0.7
Cc1ccnc(NC(=O)CNC(=O)Cc2cccc3ccccc23)c1 | ? | i | 2% | i | 8.0% | -15% | -4% | -10% | -0.7
COc1ccc(-c2cc(C(F)(F)F)nc(NCCc3ccccc3)n2)cc1 | ? | . | ? | i | -0.2% | -2% | . | ? | .
Cc1ccc(N2CC(NS(=O)(=O)c3cccnc3)CC2=O)cc1 (centres undefined) | 1% | i | 0% | i | -0.2% | 25% | 2% | 0% | 0.7

The closing 2 records of the part above come first, to join the parts.
SMILES | Nrf2 block | pAkt inh | A549 viability | S2 tox | Nrf2 ARE act | HepG2 tox | MmCpn inh | TGFb SMAD3 inh | CCT modulator
COc1ccc(-c2cc(C(F)(F)F)nc(NCCc3ccccc3)n2)cc1 | ? | . | ? | i | -0.2% | -2% | . | ? | .
Cc1ccc(N2CC(NS(=O)(=O)c3cccnc3)CC2=O)cc1 (centres undefined) | 1% | i | 0% | i | -0.2% | 25% | 2% | 0% | 0.7
Fc1ccc(-c2noc3ncnc(NCc4cccc(Cl)c4)c23)cc1 | -6% | . | 1% | i | -0.3% | -6% | . | -8% | .
COc1cc2c(cc1OC)CN(c1nc(CN3CCOCC3)nc3sc4c(c13)CCCC4)CC2 | -16% | i | -10% | ? | -0.3% | -21% | -1% | -22% | -1.5
Cc1ccc(N2CC(C(=O)Nc3cc(Cl)ccc3-n3cncn3)CC2=O)cc1 (centres undefined) | 12% | i | -1% | i | 0.1% | -2% | 2% | -1% | -1.0
O=C(NNC(=O)C1CCC1)c1ccccc1 | 14% | i | 0% | i | 0.0% | -4% | 0% | -14% | 3.3
O=C(Nc1ccccc1)c1cc(C2CCCCN2C(=O)c2ccc3c(c2)CCO3)on1 (centres undefined) | . | i | . | i | -0.5% | -10% | . | -8% | 0.6
COc1ccc(C)cc1NC(=O)CN(C)S(=O)(=O)c1cc(C)ccc1OC | ? | i | -2% | i | -0.6% | -2% | 0% | ? | -3.3
CC(=O)c1c(Nc2ccc3c(c2)OCCO3)oc(C)cc1=O | ? | i | -6% | i | 3.8% | -3% | 0% | -1% | -12
CN1C(=O)c2ccccc2Sc2ccc(NC(=O)NC3CC3)cc21 | -5% | i | 5% | i | 3.1% | -3% | 0% | -2% | 1.2
CCN(C(=S)NC(=O)C1CC1)c1ccccc1 | -4% | i | 8% | i | 0.4% | 9% | 0% | 3% | 1.7
COc1cc(C(=O)NCCC(c2ccccc2)c2ccccc2)cc(OC)c1OC | 7% | i | -4% | i | 0.2% | -2% | 2% | -6% | 1.4
CC(C)S(=O)(=O)C/C(N)=N/OC(=O)c1cc(Cl)cc(Cl)c1 | 8% | i | -1% | i | 4.9% | 13% | 1% | ? | 0.5
CC(C)[C@H]1COCCS(=O)(=O)N1Cc1ccccc1-c1cccc(Cl)c1 | -9% | i | 15% | i | 4.0% | -25% | 1% | ? | -3.4
CC(C)N(Cc1ccccc1)C(=O)COC(=O)C1CCCCC1 | 27% | i | 2% | i | -0.2% | -1% | -2% | 21% | -1.8
CC(=Nc1ccc2c(c1)nc(CO)n2C)C1=C(O)CC(C)(C)CC1=O | -5% | . | -2% | i | -0.6% | -12% | -2% | ? | 0.2
CC[n+]1c(-c2ccccc2)csc1Nc1c(C)n(C)n(-c2ccccc2)c1=O | -21% | i | 1% | i | 0.4% | -7% | 0% | -10% | 1.2
COc1cc([N+](=O)[O-])ccc1NC(=O)N1CCC2(CC1)Nc1cc(F)ccc1-n1cccc12 | . | . | -20% | . | 3.3% | 11% | . | 7% | .
Cc1ccccc1OCC(=O)NNC(=O)c1cc(S(=O)(=O)N(C)C)ccc1N1CCCC1 | -6% | i | 0% | i | 0.3% | 3% | 0% | -4% | -1.1
O=C(NC(=S)Nc1c(Cl)cc(Cl)cc1Cl)c1ccccc1 | . | i | . | i | 5.4% | -29% | . | -27% | 0.1
CCOc1ccc(NC(=O)C2CC(=O)N(C)C(=Nc3ccc4c(c3)OCO4)S2)cc1 (centres undefined) | ? | i | -1% | i | -1.1% | -1% | 2% | -17% | 1.9
CC(=O)c1cc2c(cc1N/C(=N/S(=O)(=O)c1ccc(C)cc1)c1ccccc1)OCO2 | -1% | i | 13%&-1% | i | 5.6%&4.6% | -12%&-29% | -10% | ? | 1.5

Arranged by the number under MmCpn inh (rising): 3 of the compounds above
Compound,pAkt inh,MmCpn inh,TGFb SMAD3 inh,CCT modulator
CC(C)N(Cc1ccccc1)C(=O)COC(=O)C1CCCCC1,i,-2%,21%,-1.8
CC(=O)c1c(Nc2ccc3c(c2)OCCO3)oc(C)cc1=O,i,0%,-1%,-12
CC(C)S(=O)(=O)C/C(N)=N/OC(=O)c1cc(Cl)cc(Cl)c1,i,1%,?,0.5

Single entries from the entries so far.
Result for `COc1cc(C(=O)NCCC(c2ccccc2)c2ccccc2)cc(OC)c1OC` under Nrf2 ARE act: 0.2%
Result for `O=C(NC(=S)Nc1c(Cl)cc(Cl)cc1Cl)c1ccccc1` under HepG2 tox: -29%
Result for `CC1=NN(C(=O)CCc2ccccc2)C(O)(c2ccncc2)C1` (centres undefined) under TGFb SMAD3 inh: -6%
Result for `COc1ccc(C)cc1NC(=O)CN(C)S(=O)(=O)c1cc(C)ccc1OC` under CCT modulator: -3.3
Result for `CCN(C(=S)NC(=O)C1CC1)c1ccccc1` under MmCpn inh: 0%

(list continues)
SMILES | Nrf2 block | pAkt inh | A549 viability | S2 tox | Nrf2 ARE act | HepG2 tox | MmCpn inh | TGFb SMAD3 inh | CCT modulator
Cc1ccc(-c2nc(SCC(N)=O)c(C#N)c3c2CCCC3)cc1 | -12% | . | -15% | . | -0.5% | -25% | -4% | -16% | -2.5
CC1CCCC(C)N1C(=O)COC(=O)c1ccc(Br)o1 (centres undefined) | 6% | i | -1% | i | -1.2% | -2% | 0% | 6% | -3.2
COc1ccc(Cc2nnc(NC(=O)Nc3ccc(F)cc3)s2)cc1OC | -26% | i | -3% | i | -0.1% | -9% | 1% | ? | 1.8
O=C(NCc1ccco1)c1cnc2sccn2c1=O | -1% | i | -4% | i | 21% | 19% | -5% | 32%[activator] | -0.2
O=C(Nc1cccnc1)c1cccc(S(=O)(=O)Nc2ccccc2F)c1 | -4% | i | 1% | i | -0.3% | -21% | -2% | -14% | 1.9
Cc1ccc(SCc2cc(=O)n3[nH]c(C)nc3n2)cc1 | ? | i | ? | i | 0.4% | 1% | 1% | 6% | -2.9
CCOc1ccc(NC(=O)CSc2cn(CC(=O)N3CCCCCC3)c3ccccc23)cc1 | 6% | . | -1% | . | 5.3% | -6% | . | ? | .

Compound activity (PubChem BioAssay)
